TRPC4 PAM: allosterically enhances the mouse TRPC4 cation channel | HEK293 TRPC4beta/mu-opioid, DAMGO EC20, Fluo-4 Ca2+ flux; stronger effect = higher value | Q9QUQ5 | 0.42% of 310,000 active | AID 2227 | B-score at 10 µM;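 active = B-score of calcium response area above 5 SD of library B-scores, with initial fluorescence ratio within 5 SD of library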;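 also: B-score of integrated fluorescence ratio over time as area under calcium response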
TRPC4 act: activators of mouse TRPC4 channel; Q9QUQ5; HEK293 TRPC4beta/mu-opioid, Fluo4 calcium fluorescence; stronger effect = higher value; B-score at 10 µM; 0.49% of 310,000 active; AID 2237;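 active = B-score above 5 SD of library B-scores, and initial fluorescence ratio not above library mean plus 5 SD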;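 also: positive B-score marks a calcium rise read as TRPC4 activation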
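System: HEK293 cells stably co-expressing mouse TRPC4beta and mu-opioid receptor; Schedule: Fluo4 dye loading 45 min at room temperature, 110 s recording; Detection: Fluo4 fluorescence, kinetic; Evaluation: B-scored integrated calcium fluorescence ratio; Controls: buffer (low) and maximal DAMGO (high).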
TMEM16A act: activators or potentiators of mouse TMEM16A chloride channel | Q8BHY3 | HEK293 TMEM16A/YFP-H148Q/I152L, iodide quench fluorescence; stronger effect = lower value | B-score at 10 µM | 0.3% of 340,000 active;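 active = fluorescence-ratio B-score plate-corrected deviation score at least 3 library SD below zero, with starting fluorescence score within 5 deviations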;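 also: channel opened by trigger with iodide after compound preincubation; score built on the fluorescence ratio of max minus min over baseline; more negative score means more quench and so TMEM16A activation or potentiation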
Target sequence (Q8BHY3 whole entry, looked up): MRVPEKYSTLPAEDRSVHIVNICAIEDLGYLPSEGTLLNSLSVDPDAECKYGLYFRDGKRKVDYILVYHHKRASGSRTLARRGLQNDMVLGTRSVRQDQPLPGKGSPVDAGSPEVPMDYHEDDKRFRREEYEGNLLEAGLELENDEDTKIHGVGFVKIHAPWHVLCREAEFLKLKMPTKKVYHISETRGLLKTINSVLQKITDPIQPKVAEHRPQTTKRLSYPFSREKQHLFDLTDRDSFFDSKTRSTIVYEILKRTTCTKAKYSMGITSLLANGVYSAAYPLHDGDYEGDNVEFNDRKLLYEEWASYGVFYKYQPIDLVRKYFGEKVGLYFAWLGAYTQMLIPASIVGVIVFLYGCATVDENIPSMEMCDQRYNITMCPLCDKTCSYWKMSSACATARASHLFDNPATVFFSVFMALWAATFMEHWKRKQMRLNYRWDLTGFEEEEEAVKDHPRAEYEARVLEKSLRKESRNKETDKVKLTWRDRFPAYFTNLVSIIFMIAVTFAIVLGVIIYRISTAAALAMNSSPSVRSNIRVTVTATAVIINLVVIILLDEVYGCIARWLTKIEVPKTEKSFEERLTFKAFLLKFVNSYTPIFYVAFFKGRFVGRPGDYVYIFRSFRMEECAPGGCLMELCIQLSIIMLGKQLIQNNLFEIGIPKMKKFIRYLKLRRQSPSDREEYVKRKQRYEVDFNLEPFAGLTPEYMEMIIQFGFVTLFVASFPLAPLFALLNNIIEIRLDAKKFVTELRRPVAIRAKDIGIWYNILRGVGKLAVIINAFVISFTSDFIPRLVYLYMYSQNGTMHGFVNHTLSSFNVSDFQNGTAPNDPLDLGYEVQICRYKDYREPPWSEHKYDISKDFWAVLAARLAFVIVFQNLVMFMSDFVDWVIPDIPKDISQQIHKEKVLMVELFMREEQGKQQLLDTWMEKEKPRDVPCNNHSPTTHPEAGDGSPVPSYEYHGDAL
KCNQ1 act: human KCNQ1 channel potentiation or activation. AID 2648. B-score at 10 µM. P51787. 0.35% of 310,000 active. CHO-K1 KCNQ1, thallium flux FluxOR fluorescence; stronger effect = higher value;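 active = fluorescence ratio B-score, a plate-corrected score, at least three library SD, with initial intensity B-score within 5 SD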
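System: CHO-K1 cells stably expressing KCNQ1 / Medium: assay buffer for compound exposure, DMSO matched across wells / Reagent: thallium- and potassium-containing depolarizing buffer / Compound: one concentration, matched DMSO / Incubation: 20 min compound pretreatment at room temperature / Measured by: kinetic FluxOR fluorescence, 10 s baseline plus 110 s post-stimulus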
hERG protect: compounds protecting human hERG from proarrhythmic drug block | CHO-hERG, FluxOR thallium flux, dofetilide IC70 present | activation (rescue from dofetilide block), less the hit threshold, % at 10 µM | AID 1511 | 0.51% of 310,000 active;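 active = activation above the mean of controls blocked by dofetilide plus 5 SD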;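 also: thallium influx through hERG after potassium depolarization seen as dye fluorescence rise; in these data hits start at about 4.7%; inactives centre near -7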
TMEM16A inh: mouse TMEM16A channel inhibition, primary screen; AID 588511; normalized B-score (activity score, 25-100; higher = stronger inhibition) at 10 µM; Q8BHY3; HEK293 TMEM16A/YFP iodide influx fluorescence, ionomycin; 1.2% of 310,000 active;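 active = ratio plate-corrected score three or more library SD toward inhibition, starting fluorescence score within five deviations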;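 also: score derived from kinetic fluorescence span divided by baseline fluorescence per well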
KCNK3 block: human KCNK3 channel inhibition, primary screen; CHO-KCNK3 thallium flux, FluxOR fluorescence; stronger effect = lower value; B-score at 10 µM; 0.84% of 340,000 active; AID 602410;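 active = B-score under library mean minus 4 SD, starting fluorescence ratio at most library mean plus 5 SD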;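 also: more negative B-score means stronger inhibition of thallium flux through KCNK3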
KCNK9 block: human KCNK9 channel inhibition; Q9NPC2; HEK293 KCNK9, FluxOR thallium flux fluorescence; stronger effect = lower value; B-score at 10 µM; 1.2% of 310,000 active; AID 488922;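 active = ratio B-score over 3 SD below the library mean, with starting fluorescence within 5 SD of its mean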;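 also: negative B-score means less thallium flux so channel inhibition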
DYRK1A inh: Dyrk1A (rat) kinase inhibition; ADP-Glo luminescence, NFATc1 peptide; inhibition, % at 12.5 µM; 0.43% of 310,000 active; AID 504441; in the data active = inhibition above about 50%;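 also: plate controls were vehicle with enzyme for no effect and no enzyme for full effect; many of its hits are not listed in these tables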
HDAC3 inh: human HDAC3 inhibition | inhibition, % at 8.3 µM | recombinant HDAC3, fluorogenic peptide/trypsin coupled, fluorescence | 0.15% of 320,000 active | O15379; in the data active = inhibition above about 26%, passing the limit was not always enough; inconclusive = no clear call, values can overlap the other calls
KCNQ1 block: inhibitors of human KCNQ1 potassium channel. P51787. CHO-K1 KCNQ1, FluxOR thallium flux fluorescence; stronger effect = higher value. B-score at 10 µM. 1.3% of 310,000 active. AID 2642;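 active = compounds whose thallium flux B-score, printed positive for inhibition, exceeds three library SD while starting fluorescence stays within three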;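 also: channel opened by potassium depolarization with thallium stimulus after 20 min compound exposure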
Starred values were filed as active, the others as inactive; i = inactive; ? = inconclusive; · = not tested or not shown.

SMILES	TRPC4 PAM	TRPC4 act	TMEM16A act	KCNQ1 act	hERG protect	TMEM16A inh	KCNK3 block	KCNK9 block	DYRK1A inh	HDAC3 inh	KCNQ1 block
Cc1ccc(S(=O)(=O)NC(CC(=O)NC2CCCC2)c2ccco2)cc1 (configuration not stated)	i	i	i	i	-1	i	i	i	·	0	i
COc1ccc(C(=O)NC2CCN(C(=S)Nc3cc(C)cc(C)c3)CC2)cc1	i	i	i	i	-11	i	i	i	-4	0	i
Cc1cccc(N(CC(=O)Nc2ccc(-c3nc4ccc(C)cc4s3)cc2)S(C)(=O)=O)c1	i	i	i	i	-6	i	i	i	-8	2	i
c1ccc2oc(SCc3cn4ccsc4n3)nc2c1	i	i	i	i	-6	i	i	i	16	6	i
CCC(C)[C@H](NC(=O)OC(C)(C)C)C(=O)NCC1CCC(C(=O)N[C@@H](Cc2ccccc2)C(=O)O)CC1 (some centres not stated)	i	i	i	i	-8	i	i	i	0	3	i
O=c1/c(=C/c2ccccc2)sc2nnc(-c3cccs3)n12	i	i	i	i	-6	i	i	i	·	1	i
CCOc1ccc(C(=O)/C=C/Nc2ccc(S(=O)(=O)N=C(N)N)cc2)cc1	i	i	i	i	-9	i	i	i	-3	?	i
CC(C)=C1C2CCC1C1C(=O)N(NC(=O)COc3ccc(Cl)c(C)c3)C(=O)C21 (configuration not stated)	i	i	i	i	-7	i	i	i	2	?	i
CCCN(CC(=O)Nc1ccccc1OC)C(=O)c1ccc(=O)[nH]c1	i	i	i	i	-14	i	i	i	-6	2	i
CC(CCc1ccccc1)NC(=O)COc1cc(F)ccc1[N+](=O)[O-] (configuration not stated)	i	i	i	24*	-11	i	i	i	-7	2	i
COc1ccccc1CCn1cnc2c3cc(C)ccc3n(C)c2c1=O	i	i	i	i	-14	i	i	i	-5	-9	i
COc1ccc(NC(=O)CSc2sc3c(O)cc(=O)[nH]c3c2C#N)c(OC)c1	i	i	i	i	-7	i	i	i	-2	9	i
Cc1ccc(C)c(C(=O)Cn2ncc(Cl)c(Cl)c2=O)c1	i	i	i	i	-5	i	i	i	0	0	i
C=CCn1c(N)c(C(=O)NCC2CCCO2)sc1=S (configuration not stated)	i	i	i	i	1	i	i	i	0	2	i
Cc1nn(CC#N)c(=O)n1-c1ccc(C(C)C)cc1	i	i	i	i	1	i	i	i	-1	-4	i
CCN(CC)S(=O)(=O)c1ccc(N2CCCCC2)c(NC(=O)c2ccncc2)c1	i	i	i	i	-10	i	i	i	-6	0	i
CCCC(=O)NCCCc1nc2ccccc2n1CC	i	i	i	i	-8	i	i	i	0	·	i
CCOC(=O)N1CCC(NS(=O)(=O)c2ccc(C#N)cc2)CC1	i	i	i	i	-6	i	i	i	·	1	i
Cc1ccc(-c2nnn(CC(=O)Nc3cccc4c3CCCC4)n2)o1	i	i	i	i	-6	i	i	i	0	4	i
COc1ccc(C)cc1N(CC(=O)NC1CCCC1)C(=O)CCC(=O)Nc1nc(C)cs1	i	i	i	i	-1	i	i	i	-3	4	i
Cn1ccsc1=NC(=O)c1ccc(OC(F)(F)F)cc1	i	i	i	i	-8	i	i	i	-6	6	i
CCc1ccc(NC(=O)NCCN2CCN(c3ccc(OC)cc3)CC2)cc1	i	i	i	i	-5	i	i	i	-4	6	i
COc1ccc(C(=O)NNC(=S)NC(=O)c2ccc(Cl)cc2)cc1	i	163*	i	i	-9	100*	i	i	-9	0	i
S=C(NCc1ccc(Cl)cc1)NC1CCCCC1	i	i	i	i	-7	i	i	i	0	2	i
Oc1ccc(-c2nncn2-c2ccccc2)cc1	i	i	i	i	-15	i	i	i	14	-7	i
Additional entries:
SMILES	TRPC4 PAM	TRPC4 act	TMEM16A act	KCNQ1 act	hERG protect	TMEM16A inh	KCNK3 block	KCNK9 block	DYRK1A inh	HDAC3 inh	KCNQ1 block
Nc1ccc(C(=O)OCC(=O)N2CCN(C(=O)c3ccco3)CC2)cc1[N+](=O)[O-]	i	i	i	i	0	i	i	i	7	1	i
CN(C)c1nc(-c2ccccc2)nnc1C(F)(F)F	i	i	i	i	-8	i	i	i	2	-6	i
CC(CCC(=O)Nc1nncs1)C(=O)O (configuration not stated)	i	i	i	i	-7	i	i	i	-1	·	i
O=C(CCN1C(=O)C2C3CCC(C3)C2C1=O)Nc1ccc(Br)cc1 (configuration not stated)	i	i	i	i	-6	i	i	i	-6	2	i
CCc1nnc(NC(=O)CSC(=S)N2CCOCC2)s1	i	i	i	i	-2	i	i	i	-7	-4	i
O=C(Nc1ccc(Nc2ccncc2)cc1)c1ccc(Nc2ccnc3ccc([N+](=O)[O-])cc23)cc1	i	i	i	i	-7	·	i	i	-2	·	i
CCC(=O)N1c2ccc(S(=O)(=O)NCCc3ccc(OC)c(OC)c3)cc2CC1C (configuration not stated)	i	i	i	i	-5	i	i	i	-3	5	i
CCc1c(C)nc2ncnn2c1N1CCC(C(=O)Nc2cccc(C(C)=O)c2)CC1	i	i	i	i	-2	i	i	i	0	0	i
O=C(CCc1nc2ccccc2s1)OCc1ccccc1	i	i	i	i	-3	i	i	i	-6	-5	i
NC(=O)c1cc(Br)cc(C2CCCCC2)c1O	i	i	i	i	-1	i	i	i	5	1	i
COc1ccc(NC(=O)CCS(=O)(=O)c2ccc3c(c2)CCN3C(C)=O)cc1	i	i	i	i	-6	i	i	i	4	0	i
COc1ccc(NC2c3ncccc3C(=O)N2Cc2cccs2)cc1 (configuration not stated)	i	i	i	i	-5	i	i	i	1	10	i
COCCN(CC(=O)NCc1ccc(OC)cc1)C(=O)CCC(=O)Nc1nccs1	i	i	·	i	-6	i	i	i	6	1	i
Cc1cccc(NC(=O)Cn2c(=O)n(CCC(=O)NC3CCCC3)c(=O)c3ccccc32)c1	i	i	i	i	-3	i	i	i	1	1	i
COc1ccc(/C(O)=C2/C(=O)C(=O)N(CCN(C)C)C2c2ccccn2)cc1OC (configuration not stated)	i	i	i	i	-7	i	i	i	-10	10	i
CC(=O)NS(=O)(=O)c1ccc(NC(=O)c2cc(-c3cccs3)nc3ccccc23)cc1	i	i	i	i	-10	i	i	i	33	-7	i
CCOC(=O)N1CCN(C(=O)c2cc(COc3ccc(Cl)cc3OC)on2)CC1	i	i	i	i	-8	i	i	i	-4	-2	i
CCOC(=O)c1c(NC(=O)c2nn(CC)cc2Br)sc2c1CCCCC2	i	i	i	i	-7	i	i	i	-1	-1	i
CCOc1ccc(CNC(=O)CCCc2cn(C)c3ccccc23)cc1	i	i	i	i	-3	i	i	i	-3	-17	i
O=C(CSc1nc2ccc(S(=O)(=O)N3CCOCC3)cc2[nH]1)N1CCOCC1	i	i	i	i	-7	i	i	i	-4	0	i
CC(C)CN(C(=O)CCC(=O)OCC(=O)NCCc1ccccc1)c1c(N)n(CC(C)C)c(=O)[nH]c1=O	i	i	i	i	-13	i	i	i	-2	0	i
CC(=O)Nc1cccc(S(C)(=O)=O)c1	i	i	i	i	-9	i	i	i	9	0	i
CC(C)(C)c1ccccc1OCCN1CCCC1	i	i	i	i	-9	i	i	i	10	3	i
COC(=O)CC1=C(C(=O)OC)[C@@H](c2ccccc2[N+](=O)[O-])C(C#N)=C(N)O1	i	i	i	i	-11	i	i	i	·	-2	i
CC(C)CSc1nc2c(c(=O)[nH]c(=O)n2C)n1CC(O)COc1cccc2ccccc12 (configuration not stated)	i	i	i	i	-7	·	i	i	2	·	i
Next part.
SMILES	TRPC4 PAM	TRPC4 act	TMEM16A act	KCNQ1 act	hERG protect	TMEM16A inh	KCNK3 block	KCNK9 block	DYRK1A inh	HDAC3 inh	KCNQ1 block
Cc1cccc(NC(=O)C23CCC(C)(C(=O)O2)C3(C)C)c1 (configuration not stated)	i	i	i	i	-6	i	i	i	1	·	i
CCOC(=O)C1(Cc2cccc(F)c2)CCN(Cc2cn(CC)nc2C)CC1	i	78*	i	i	-7	i	i	i	-3	0	i
CC(=O)Nc1ccc(NC(=O)COc2cc(O)c3c(c2)OC(C)(C)CC3=O)cc1	i	i	i	i	-4	i	i	i	1	0	i
COc1ccccc1N(CC(O)COc1ccccc1)S(=O)(=O)c1ccccc1 (configuration not stated)	i	i	i	i	-11	i	i	i	-9	5	i
COC(=O)C[C@H]1c2cc(C(F)(F)F)ccc2S(=O)(=O)N1Cc1ccccc1OC	i	i	i	i	-1	i	i	i	-2	6	i
CCOc1ccc(CNC(=O)C(CC)n2nc(C)n3c(cc4occc43)c2=O)cc1OC (configuration not stated)	i	i	i	i	-5	i	i	i	3	1	i
COc1cccc(CNC(=O)Cc2ccc(-n3c(=O)[nH]c4ccccc4c3=O)cc2)c1	i	i	i	i	-14	i	i	i	3	-2	i
O=C(Nc1cccc(NC(=O)c2ccccc2)n1)c1ccccc1	i	i	i	i	-5	i	-10*	i	21	7	i
CC1(C)CC(=O)C2=C(C1)Nc1ccccc1NC2c1nc2ccccc2[nH]1 (configuration not stated)	i	i	i	i	-5	i	i	i	-3	1	i
O=C(COC(=O)CNC(=O)c1ccc(Br)o1)Nc1ccc2c(c1)OCCO2	i	i	i	i	-4	i	i	i	0	-5	i
O=C1N/C(=C\c2ccsc2)C(=O)N1Cc1ccc(F)cc1	i	i	i	i	-11	i	i	i	-1	0	i
Cc1nc([N+](=O)[O-])c(Br)n1CC(=O)c1ccccc1	i	i	i	i	-1	i	i	i	2	5	i
Cc1ccc(-n2nc(C)cc2N)c(C)c1	i	i	i	i	-3	i	i	i	-6	4	i
CCc1cc2c(SCC(=O)NC(=O)c3cccn3C)ncnc2s1	i	i	i	i	-1	i	i	i	1	-2	i
COc1ccc(NC(=O)CN(C)C(=O)c2c(C)nn(Cc3ccccc3)c2C)cc1	i	i	i	i	-9	i	i	i	9	-1	i
Cc1cc(C(=O)NC(C)C)on1	i	i	i	i	-7	i	i	i	0	1	i
O=C(N=Nc1c(O)n(C2OC(=O)c3ccccc32)c2ccccc12)c1ccc(O)cc1 (configuration not stated)	i	i	i	i	-1	i	i	i	-8	-3	i
Cc1sc(N/N=C/c2cccs2)nc1-c1ccccc1	i	i	i	i	-15	i	i	i	-4	1	i
CCN(C(=O)CCNC(=O)Cn1cnc2ccccc2c1=O)c1cccc(Cl)c1	i	i	i	i	-7	i	i	i	3	3	i

Assay outcomes as filed in PubChem.

A portion of the library (hit frequency here may not be typical).
